Screening data deposited in PubChem BioAssay by several laboratories.
DNMT1 block: DNMT1 (human) enzyme inhibition. AID 588458. 360,000 tested, 0.83% active. inhibition (reported as % activation of signal), % at 10 µM. P26358. DNMT1 molecular beacon, Hinp1I cleavage, fluorescence; in the data active = inhibition above about 50%
STEP inh: blocks human striatal-enriched tyrosine phosphatase; P54829; recombinant STEP, OMFP fluorogenic substrate, fluorescence; inhibition, % at 20 µM; 360,000 tested, 0.25% active;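 active = inhibition at 20 µM, scaled per plate between control wells, above about 37%, limit read from the data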;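 also: 0% = DMSO with enzyme and substrate and 100% = substrate only without enzyme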
Target sequence (P54829 whole entry, looked up): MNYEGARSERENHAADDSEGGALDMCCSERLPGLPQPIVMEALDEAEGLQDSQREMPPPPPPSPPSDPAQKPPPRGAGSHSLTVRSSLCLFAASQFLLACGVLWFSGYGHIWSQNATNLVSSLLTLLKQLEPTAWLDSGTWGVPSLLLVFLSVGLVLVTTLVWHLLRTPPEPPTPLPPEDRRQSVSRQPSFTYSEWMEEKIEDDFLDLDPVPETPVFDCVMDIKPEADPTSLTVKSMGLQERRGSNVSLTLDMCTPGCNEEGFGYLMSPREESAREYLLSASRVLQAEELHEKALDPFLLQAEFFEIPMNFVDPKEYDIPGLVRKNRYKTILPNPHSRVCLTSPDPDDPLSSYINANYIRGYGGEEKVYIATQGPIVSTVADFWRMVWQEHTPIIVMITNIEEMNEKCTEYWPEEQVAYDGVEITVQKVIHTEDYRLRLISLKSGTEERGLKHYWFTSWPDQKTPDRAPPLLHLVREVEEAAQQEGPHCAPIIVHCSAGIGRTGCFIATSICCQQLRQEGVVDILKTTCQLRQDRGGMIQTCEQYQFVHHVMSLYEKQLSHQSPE
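Assay system: isolated STEP enzyme / Timing: 20 min at room temperature, dark / Doses: 20 µM, 1% DMSO / Technique: fluorescence intensity, excitation 480 nm, emission 540 nm / Reagent: fluorogenic phosphatase substrate OMFP at 25 µM final / Measure: percent inhibition scaled to no-enzyme and uninhibited-enzyme controls, plate-pattern corrected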
NRP1-CendR mod: modulators of CendR peptide binding to human neuropilin-1 | O14786 | FAM-RPARPAR peptide binding to NRP-1, fluorescence polarization | inhibition, % at 25 µM | 360,000 tested, 0.85% active | AID 602438;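 active = inhibition or corrected inhibition above about 18%, plus a signal ratio from 0.5 to 1.5, limit read from the data, passing the limit was not always enough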; also: strong numbers were not always called active
bovine MsrA act: bovine methionine sulfoxide reductase A activation; purified bovine MsrA, absorbance read-out; 360,000 tested, 0.3% active; activation, % at 10.6 µM; AID 602163; in the data active = activation above about 7.5%;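 also: 0% = vehicle and 100% = reference activator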
E coli Lon inh: inhibits E. coli Lon protease; inhibition, % at 7.94 µM; AID 602123; 360,000 tested, 0.42% active; purified E. coli Lon protease, fluorescence polarization; P0A9M0; in the data active = inhibition above about 13%, passing the limit was not always enough;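 also: 0% = enzyme with probe and DMSO and 100% = no enzyme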
MsrA inh: inhibitors of bovine MsrA | purified bovine MsrA, absorbance read-out | inhibition, % at 15.5 µM | 360,000 tested, 0.75% active; in the data active = inhibition above about 4.5%;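 also: 0% = vehicle wells with enzyme and 100% = reference inhibitor wells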
SUMO1-SIM PPI: alters human SUMO1 binding to SIM partners; AID 602429; 360,000 tested, 0.33% active; inhibition, % at 20 µM; SUMO1 binding to a labelled peptide, TR-FRET, 1 h; P63165; in the data active = inhibition above about 37%
Target sequence (P63165 whole entry, looked up): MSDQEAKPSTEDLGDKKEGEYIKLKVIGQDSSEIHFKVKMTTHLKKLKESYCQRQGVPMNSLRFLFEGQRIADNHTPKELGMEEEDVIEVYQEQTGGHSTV
TbMetRS inhib: Trypanosoma brucei MetRS inhibition. purified T. brucei MetRS, ATP depletion, Kinase-Glo luminescence. inhibition, % at 11.9 µM. 360,000 tested, 0.4% active;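 active = inhibition above a per-plate cutoff of the control wells' mean inhibition plus 3 SD, cut at about 5.5% in these data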;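 also: 0% = DMSO wells median and 100% = median of wells with control inhibitor compound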
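assay system = parasite MetRS enzyme | timing = 15 min preincubation, 2 h reaction, all 25 °C | evaluation = percent inhibition relative to median high and low control wells | medium = HEPES buffer containing pyrophosphatase, BSA, spermine, DTT | compound = single dose, 11.9 µM final nominal, 0.9% final DMSO | detection = Kinase-Glo luminescence, ATP depletion format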
Scp-1 inhibitor: Scp-1 (human) phosphatase inhibition | Recombinant Scp1, phosphopeptide, malachite green phosphate absorbance | inhibition, % at 20 µM | 340,000 tested, 0.88% active | AID 493091;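 active = inhibition above about 50% at 20 µM, limit read from the data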;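 also: plate controls were DMSO wells with enzyme for no effect and wells lacking enzyme for full effect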
Target sequence (Q9GZU7 76-261 limits assumed): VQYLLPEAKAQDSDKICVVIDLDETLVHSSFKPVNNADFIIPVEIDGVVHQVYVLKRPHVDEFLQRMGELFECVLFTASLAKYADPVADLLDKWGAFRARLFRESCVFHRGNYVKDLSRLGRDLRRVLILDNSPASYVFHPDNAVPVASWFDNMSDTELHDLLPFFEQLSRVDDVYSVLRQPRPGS
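Times: enzyme reaction 45 min at room temperature, colour 5 min, stabilisation 30 min. Material: SCP-1 catalytic fragment, aa 76-261. Medium: Acidic Tris acetate buffer with magnesium and detergent. Signal: colorimetric free-phosphate detection, absorbance 630 nm. Read-out basis: % inhibition of SCP-1 phosphate liberation. Reagent: Phosphorylated 17-residue peptide substrate.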
LMPTP block: LMPTP (human) inhibition; recombinant LMPTP-A, OMFP fluorogenic substrate, fluorescence intensity; inhibition, % at 20 µM; 360,000 tested, 0.22% active;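 active = compounds that cut the enzyme signal by at least half of the control window in the single-dose screen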;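 also: plate controls were DMSO wells with enzyme plus substrate for no effect and substrate without enzyme for full effect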
Target sequence (P24666 whole entry, looked up): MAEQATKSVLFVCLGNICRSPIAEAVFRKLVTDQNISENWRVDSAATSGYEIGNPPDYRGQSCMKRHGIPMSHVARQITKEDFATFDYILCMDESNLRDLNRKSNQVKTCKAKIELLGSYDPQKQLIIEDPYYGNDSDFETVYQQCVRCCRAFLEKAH
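Test system – LMPTP-A enzyme · Amount – LMPTP-A at 0.625 nM final in the reaction · Buffer or medium – Bis-Tris pH 6.0, DTT, detergent · Reagent – OMFP 400 µM · Doses – single 20 µM dose · Schedule – reaction 50 min, room temperature, dark · Detection – fluorescence intensity of OMFP turnover product · Evaluation – percent inhibition versus substrate-only and uninhibited controls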
An asterisk follows results filed as active; · = not tested or not shown. Rows were taken by chance; 4.3% or so of the library scored in one or more.

The opening 2 entries, ahead of the listing:
SMILES	DNMT1 block	STEP inh	NRP1-CendR mod	bovine MsrA act	E coli Lon inh	MsrA inh	SUMO1-SIM PPI	TbMetRS inhib	Scp-1 inhibitor	LMPTP block
COc1cc(/C=C(/NC(=O)c2ccccc2Cl)C(=O)O)cc(OC)c1OC	-2	3	6	-2	-5	1.2	0	-0.2	-21	-0.5
C=CCn1c(SCC(=O)Nc2cc(OC)c(NC(=O)c3ccco3)cc2OC)nnc1-c1ccncc1	-1	-1	12	-5	-2	4.7*	0	-0.4	-5	0.8

Results (from the top)
SMILES	DNMT1 block	STEP inh	NRP1-CendR mod	bovine MsrA act	E coli Lon inh	MsrA inh	SUMO1-SIM PPI	TbMetRS inhib	Scp-1 inhibitor	LMPTP block
COc1cc(/C=C(/NC(=O)c2ccccc2Cl)C(=O)O)cc(OC)c1OC	-2	3	6	-2	-5	1.2	0	-0.2	-21	-0.5
C=CCn1c(SCC(=O)Nc2cc(OC)c(NC(=O)c3ccco3)cc2OC)nnc1-c1ccncc1	-1	-1	12	-5	-2	4.7*	0	-0.4	-5	0.8
COc1ccc(CN(C(=O)c2cc3ccccc3oc2=O)C2CCCCC2)cc1OC	6	2	6	-1	1	3.2	1	-0.4	-8	-0.9
CCOC(=O)N1CCN(C(=O)CSc2nc(-c3cccc(C)c3)ns2)CC1	7	0	4	-2	-5	-1.1	-2	-1.3	-9	0.2
CN(C)S(=O)(=O)c1ccc(C(=O)Nc2ccccc2F)cc1	-1	-2	-4	-9	-2	·	-3	-1.0	-4	-1.8
Clc1ncc(CSc2ccccc2)s1	0	0	-7	-1	-12	-0.2	-3	0.4	-11	-1.4
CCc1c(C)c2ccc(O)c(CN(C)C)c2oc1=O	0	1	4	-1	-5	3.4	3	-0.6	-10	-0.7
O=C(CNC(=O)c1cccs1)N/N=C/c1ccc(O)cc1O	8	-1	-6	-3	-2	2.6	-2	1.8	-9	0.5
Cc1ccccc1OCCCC(=O)Nc1ccc(S(=O)(=O)Nc2onc(C)c2C)cc1	1	-1	-12	-3	8	0.5	4	-0.8	-8	-0.2
Cc1ccnc2c1ccc1c(C)ccnc12	9	4	4	0	-1	·	-7	0.0	-7	10
COc1cc(/C=N/NC(=O)c2ccncc2)ccc1OCC(=O)Nc1ccccc1	3	-4	16	-13	1	1.6	-7	-1.5	5	1.4
CNC(=S)N(CCCN(C)C)Cc1cc2cc3c(cc2[nH]c1=O)OCCO3	-1	0	4	-3	-13	2.1	2	-0.6	4	0.7
O=C(NCC(=O)N(Cc1cccs1)C(C(=O)NC1CCCC1)c1ccco1)c1cccs1 (centres undefined)	-2	-4	4	-2	7	0.8	2	0.1	-2	-1.0
S=C(Nc1ccc(Br)cc1Cl)N1CCC2(CC1)OCCO2	-1	-2	-11	-3	12	-0.2	-1	0.2	-4	1.4
CCN(CC)S(=O)(=O)c1ccc(C(=O)NCc2nnc(SCC(=O)OC)n2C)cc1	-1	-2	2	1	-6	0.5	-3	0.1	2	-1.5
O=C(CSc1nc2scc(-c3ccccc3)c2c(=O)[nH]1)N1CCCCC1	0	3	-15	-1	-2	-0.4	11	-0.3	-13	2.0
COc1ccc(OC)c(NC(=O)C(Sc2ccccc2)c2ccccc2)c1 (centres undefined)	0	2	6	-6	-5	-0.1	0	-0.3	-13	2.0
COCCNC(=O)CN(C(=O)CCC(=O)Nc1cc(C)on1)c1ccccc1C	0	-2	5	-5	-4	0.0	-1	0.1	-4	-2.0
Cc1noc(C)c1S(=O)(=O)NCc1ccc2c(c1)OCO2	3	0	7	-4	-3	-0.1	1	-0.2	-7	-1.3
COc1cc(C(=O)NCc2nnc(SCC(=O)Nc3c(C)cc(C)cc3C)o2)cc(OC)c1OC	0	0	7	-3	-4	-0.3	3	-0.2	-5	-1.3

3 of the entries above in order of their number in STEP inh, highest first:
SMILES	DNMT1 block	STEP inh	NRP1-CendR mod	bovine MsrA act	E coli Lon inh	MsrA inh	SUMO1-SIM PPI	TbMetRS inhib	Scp-1 inhibitor	LMPTP block
COc1cc(C(=O)NCc2nnc(SCC(=O)Nc3c(C)cc(C)cc3C)o2)cc(OC)c1OC	0	0	7	-3	-4	-0.3	3	-0.2	-5	-1.3
CCN(CC)S(=O)(=O)c1ccc(C(=O)NCc2nnc(SCC(=O)OC)n2C)cc1	-1	-2	2	1	-6	0.5	-3	0.1	2	-1.5
COc1cc(/C=N/NC(=O)c2ccncc2)ccc1OCC(=O)Nc1ccccc1	3	-4	16	-13	1	1.6	-7	-1.5	5	1.4

Next results follow:
SMILES	DNMT1 block	STEP inh	NRP1-CendR mod	bovine MsrA act	E coli Lon inh	MsrA inh	SUMO1-SIM PPI	TbMetRS inhib	Scp-1 inhibitor	LMPTP block
CCn1cc(C(=O)NCCC(C)C)c(=O)c2cc(S(=O)(=O)N3CCCCC3)ccc21	-4	2	-2	-4	-3	·	-1	-0.1	-3	1.1
CCc1nc(SCC(=O)Nc2nnc(CC)s2)c2c(=O)n(C)c(=O)n(C)c2n1	3	4	2	-2	-5	0.0	3	-0.1	-2	0.5
C/C=C1\NC(=O)[C@H](CC(N)=O)N(C)C(=O)C([C@@H](C)O)NC(=O)C(CCCc2ccc(OC)cc2)NC(=O)[C@H](C(C)C)NC(=O)/C(=C\C)NC(=O)[C@H](O)[C@@H](C[C@@H](O)CCCCCCC)NC(=O)[C@H](C)NC(=O)CN(C)C(=O)[C@H](CCC(N)=O)NC1=O (some centres undefined)	-13	1	-17	1	15	0.1	9	-0.5	-4	1.7
O=C1CNC(=S)N1CCOc1ccccc1	3	0	-7	-3	11	0.3	7	-0.5	-7	-2.6
CC(=O)NC1CC2CCCC(C1)N2C(=O)Nc1ccc(Cl)cc1 (centres undefined)	2	2	2	-1	0	0.9	4	-0.2	·	-1.2
CN(Cc1ccc2nsnc2c1)C(=O)C1CCC(=O)N(CCc2ccccc2)C1 (centres undefined)	6	-4	-8	-9	-7	0.7	-16	0.5	·	-0.4
CN(Cc1cn(Cc2cccc(Cl)c2)nn1)C1CN(Cc2cn(Cc3cccc(Cl)c3)nn2)S(=O)(=O)C1 (centres undefined)	·	·	-10	0	1	-1.3	2	-0.1	·	-0.8
COc1ccccc1NS(=O)(=O)c1cccc(NC(=O)NCCCl)c1	1	-2	-8	-5	-12	-0.2	4	-1.0	-4	-1.6
CC(C)(C)C(=O)NC(=S)N1CCc2ccccc21	-3	0	-1	-4	2	1.9	-2	-0.9	-3	-2.1
CN(Cc1ccccc1)c1ncnc2sccc12	-2	2	-5	-3	10	-1.4	-5	-0.4	-3	1.2
Cc1ccc(S(=O)(=O)N2CCC(C(=O)Nc3ccncc3)CC2)cc1	-3	-2	2	0	-9	-0.9	3	-0.3	-1	0.6
Cn1cc(Br)c(C(=O)N2CCc3ccccc32)n1	0	0	-15	-3	-1	1.2	14	-0.2	-6	-2.5
O=C(NCC(=O)N1CCN(c2ccccc2O)CC1)c1cccs1	-3	-4	10	-3	-7	0.8	5	-0.4	1	1.3
O=C1c2ccccc2C(=O)C1(CO)c1ccc(OC(F)F)cc1	1	0	18	-5	-1	1.9	-26	0.1	15	-1.3
CN(C(=S)NC(=O)C1(C)CC1(Cl)Cl)c1ccccc1 (centres undefined)	1	-2	2	-5	-4	1.3	-1	-0.1	3	-1.1
CN1CCN(Cc2c(O)ccc3c(-c4ccccc4)cc(=O)oc23)CC1	2	1	2	-3	6	0.7	-22	0.1	-6	-3.9
CC(=O)c1ccc(Nc2ncnc3c2oc2ccccc23)cc1	2	1	10	-8	-12	1.3	7	-0.6	4	4.0
Cc1ccc(S(=O)(=O)N2C[C@@H]3[C@H]4CC[C@H](C4)[C@@H]3[C@@H](C)[C@@H]2c2cn(Cc3ccccc3)c3ccc(F)cc23)cc1	7	3	4	-1	9	-0.6	2	0.0	1	0.9
CCOc1ccc2[nH]c(=O)c(C(c3nnnn3C3CCCCC3)N3CCN(C)CC3)cc2c1 (centres undefined)	1	2	6	-1	-7	2.6	-11	0.4	-11	-1.0
Cc1ccc(N/C=C(/C#N)c2ccsc2)cc1	-6	6	-7	-2	1	3.3	-10	1.1	-8	2.6

A section taken from the entries so far, as a working copy:
SMILES	DNMT1 block	STEP inh	NRP1-CendR mod	bovine MsrA act	E coli Lon inh	MsrA inh	SUMO1-SIM PPI	TbMetRS inhib	Scp-1 inhibitor	LMPTP block
Cc1ccc(S(=O)(=O)N2CCC(C(=O)Nc3ccncc3)CC2)cc1	-3	-2	2	0	-9	-0.9	3	-0.3	-1	0.6
Cn1cc(Br)c(C(=O)N2CCc3ccccc32)n1	0	0	-15	-3	-1	1.2	14	-0.2	-6	-2.5

New compounds follow.
SMILES	DNMT1 block	STEP inh	NRP1-CendR mod	bovine MsrA act	E coli Lon inh	MsrA inh	SUMO1-SIM PPI	TbMetRS inhib	Scp-1 inhibitor	LMPTP block
COCc1c(C(=O)N/N=C\c2cccnc2)nnn1-c1nonc1N	-1	-1	-4	0	3	1.8	-15	0.6	-7	-0.9
COc1cccc(CNC(=O)c2cccc(NC(=O)CC3SC(N4CCCCC4)=NC3=O)c2)c1 (centres undefined)	5	-3	2	-1	-16	-0.1	-2	-0.2	-3	-0.6
COc1ccc(/C=C2\N=C(c3c(-c4ccccc4)noc3C)OC2=O)cc1OC	4	-1	-22	-3	-12	0.5	1	-0.4	-8	-0.7
CCN(C(=O)c1ccc2c(c1)OCO2)C1CCS(=O)(=O)C1 (centres undefined)	0	-2	-20	-5	-2	-0.1	1	0.0	-8	-0.2
COC(=O)c1c(C(=O)NCc2ccccc2)ncn1CC(O)COc1ccccc1 (centres undefined)	-2	-5	2	-5	-6	-1.2	-2	-0.8	-9	-0.1
CCOC(=O)N1CCC(NC(=O)c2ccc3c(c2)N(Cc2ccccc2)CCS3)CC1	-2	1	3	3	-1	0.1	-1	0.1	2	1.2
C[C@@H](C(=O)Nc1ccc2ccccc2c1)[C@H]1C[C@]1(C)[C@H](NC(=O)OCc1ccccc1)c1ccccc1	-7	-1	0	-1	8	1.9	3	-0.4	-9	3.1
O=C(COC(=O)c1cncc(Br)c1)NCc1ccc(Cl)cc1	-9	-5	0	-3	-2	-0.4	-11	-0.1	-16	-1.8
COc1ccc(S(=O)(=O)Nc2cccc(-c3ccc(N4CCCCCC4)nn3)c2)cc1OC	-11	5	16	-4	-1	0.4	-18	-0.6	2	3.9
Cc1ncc([N+](=O)[O-])n1Cc1cccc(F)c1	2	-2	-5	0	6	-0.2	-6	0.2	-7	-0.6
